Insulin prom inh: inhibitors of insulin promoter-driven GFP, primary screen, imaging, TRM-6 cells (human fetal islet line), eGFP reporter, cell count; reporter expression induced with tamoxifen; inhibition, % at 2 µM; actives 0.9% (n = 130,000); AID 1273, 2008;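 active = inhibition above the mean plus 3 SD, with well images judged a real hit on visual review, cut at about 60% in these data, passing the limit was not always enough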
SDO1 yeast rescue: growth rescue of sdo1-depleted yeast, primary screen, S. cerevisiae, bone marrow failure model; z-score at 10 µM; S. cerevisiae sdo1-depleted JHY4D growth rescue, OD600 30 h; stronger effect = higher value; pdr5 snq2 efflux-pump mutant strain; actives 0.21% (n = 140,000);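 active = z-score above 3 at both the 24 hr and the 30 hr optical density reads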;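 also: z-score against mean and SD of all compound wells on the same plate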
SDO1 yeast rescue Rescue 24 h: also measured in SDO1 yeast rescue; calls as there; z-score; S. cerevisiae sdo1-depleted JHY4D growth rescue, OD600; measured here: growth rescue at 24 h;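 0 is the plate mean of compound wells and units are plate SD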
Active calls of the source: *; i = inactive; . = no result given; & = joins results of further samples.

SMILES	Insulin prom inh	SDO1 yeast rescue	SDO1 yeast rescue Rescue 24 h
CC(=O)Nc1ccc(Nc2ncc([N+](=O)[O-])c(Nc3ccc(NC(C)=O)cc3)n2)cc1	.	1.3	2.6
COc1ccc(OC(C)C(=O)Nc2ccc(F)cc2F)cc1 (configuration not stated)	-33	.	.
CC(=O)N1CCN(C(=O)CCc2nnc(CCCCc3ccccc3)o2)CC1	-19	.	.
COc1ccc(NC(=O)N(Cc2cccs2)Cc2cc3cc4c(cc3[nH]c2=O)OCO4)cc1	21	-0.91	-0.27
COC(=O)c1onc(C(=O)c2ccccc2)c1C(=O)OC	38	0.98	0.75
CC12CCC(C(=O)N3CCN(C(=O)C45CCC(C)(C(=O)O4)C5(C)C)CC3)(OC1=O)C2(C)C	-16	.	.
Cn1c2c(c(=O)[nH]c1=O)C(c1ccc(O)cc1)C1=C(N2)c2ccccc2C1=O (configuration not stated)	57	.	.
Cn1c(=N)c(S(=O)(=O)c2ccccc2)cc2c(=O)n3ccccc3nc21	1	0.43	-0.18
N#Cc1cccc(NC(=O)CCn2ccnc2)c1	-29	1	0.73
CC1CCN(c2nc(-c3ccco3)c3c(c2C#N)CC(C)(C)OC3)CC1	29	-0.45	-0.84
O=[N+]([O-])c1ccc(N2CCCCC2)cn1	6	.	.
Cc1cnn(CCC(=O)NNC(=S)Nc2ccc(F)cc2)c1	.	1.9	1.2
CCc1nnc(NC(=O)CSc2nnc(-c3ccco3)n2C)s1	-21	0.03	-0.6
CC(Sc1ncnc2ccccc12)C(=O)Nc1ccc2c(c1)OCO2 (configuration not stated)	-5	-0.37	-0.6
CC(C)n1ncc(C(N)=O)c1N	43	0.19	-0.21
O=C1CCCN2N=C(SCC(=O)Nc3nccs3)SC2=N1	37	.	.
COc1ccc(C(=O)/C=C/Nc2ccc([N+](=O)[O-])cc2C)cc1OC	9	-0.28	-0.36
Cc1n[nH]c(=S)c2nn(-c3cccc(Cl)c3)c(C)c12	.	-0.43	-0.46
CC(C)OCCCNC(=O)c1cccs1	34	0.25	-0.42
COc1cc(C(=O)Nc2ccc(S(=O)(=O)N3CCc4ccccc43)cc2)cc(OC)c1OC	46	-0.65	-0.87
CCOC(=O)C1CCCN(C(=O)c2ccc(C)cc2O)C1 (configuration not stated)	.	-0.2	-0.05
CC(=O)c1cccc(NC(=O)N2CCCC2C(=O)NCc2ccc(F)cc2)c1 (configuration not stated)	.	0.15	-0.66
Cc1ccc(NC(=O)/C(=C/c2cccc(Br)c2)NC(=O)c2ccco2)cc1	12	-0.42	-0.27
Cn1cccc1C1(C(F)(F)F)NCCNC1=O (configuration not stated)	-181	-0.47	-0.78
COc1cc(C(=O)NCc2ccc(-c3nc4ccccc4o3)cc2)cc(OC)c1OC	18	0.9	2.3
CC(C)CC(C(=O)NCC1CCCO1)N(C(=O)Cn1nnc(-c2ccc(F)cc2)n1)c1ccccc1F (configuration not stated)	-10	0.65	0.65
O=c1[nH]c(=O)n([C@H]2C[C@H](O)[C@@H](CO)O2)cc1F	-24	-0.36	-1
O=C(CCC(=O)N/N=C/c1ccc(Br)s1)NCc1ccccc1	14	0.46	-0.08
O=C(NCCN1CCOCC1)C(=O)NCC1OCCN1C(=O)c1ccc(Cl)cc1 (configuration not stated)	38	1.1	2.6
COc1ccc(/C=N/NC(=O)c2ccc(Br)o2)cc1Cn1cc([N+](=O)[O-])cn1	0	0.55	1.4
CCOc1cc(CNc2ccc(N3CCCC3)cc2)cc(Cl)c1OC	-25	0.93	0.72
CCOc1ccc(C(=O)Nc2ccncc2)cc1	.	0.21	0.49
Nc1nc(-c2ccco2)nn1S(=O)(=O)c1ccccc1	7	.	.
CCCC(=O)Nc1ccccc1NC(=O)c1ccc(OC)cc1	46	.	.
O=C(CSc1ccc(-c2ccccn2)nn1)c1ccc([N+](=O)[O-])cc1	42	.	.
COC(=O)CSc1nnnn1-c1cccc2ccccc12	-215	0.49	0.47
O=C(Nc1ccc(-c2nnc(-c3ccccc3)o2)cc1)C1CCCO1 (configuration not stated)	6	-0.65	-0.79
Cc1cc(=O)n(CCC(=O)O)c2ccccc12	.	1.4	0.71
Cc1ccccc1OCC(O)Cn1c(Br)nc2c1c(=O)n(C)c(=O)n2C (configuration not stated)	13	-0.34	-1.3
Cc1ccc(SCCC(=O)Nc2ccc(OCc3ccccc3)cc2)cc1	28	0.81	0.37
COc1cc(NC(=O)C(F)(F)F)cc(OC)c1	-25	-0.5	-0.5
CN(c1ccc(C(=O)NCc2cccs2)cc1)S(=O)(=O)c1ccccc1	6	.	.
CC(C)(C)OC(=O)N/N=C/c1c[nH]c2ccccc12	47	1.2	1.1
CCOC(=O)C1=NN(c2ccc([N+](=O)[O-])cc2)CC1C(=O)OC (configuration not stated)	7	1.1	1.1
COc1ccccc1NC(=O)CN(c1ccc(C23CC4CC(CC(C4)C2)C3)cc1)S(C)(=O)=O	.	-0.66	-0.26
CC(C(=O)NCC1CCCCC1)N(C)Cc1ccc(Cl)cc1 (configuration not stated)	-75	.	.
O=C(COC(=O)c1cc([N+](=O)[O-])ccc1NCc1ccccc1)NC1CCCCC1	32	-1.2	0.02
COc1ccc(C)cc1NC(=O)CSc1nnc(COc2ccc(C)cc2)n1Cc1ccco1	-38	-1.9	-1.2
O=C(/C=C/c1ccc(Cl)cc1Cl)NCc1ccco1	17	-1.1	-1.2
COCCCN(C(=O)Nc1cccc(Cl)c1)C(C)c1ccccn1 (configuration not stated)	i	-0.77	-1
CCOc1ccc(C2=C(C=C(C#N)C#N)C(c3ccccc3)c3ccccc3O2)cc1 (configuration not stated)	-10	1.2	1.4
CCOC(=O)C1(C(F)(F)F)N=C(c2cccnc2)OC(N2CCOCC2)=N1 (configuration not stated)	-100	0.45	0.18
O=S(=O)(c1ccc(F)cc1)N1CCN(c2ncnc3c2cnn3-c2ccccc2)CC1	.	-1	-0.6
CCC(CC)C(=O)N=C1SC2CS(=O)(=O)CC2N1CCc1ccc(OC)cc1 (configuration not stated)	0	-0.63	-1.1
O=C1Nc2ccccc2OC1CC(=O)N1CCN(c2cccc(C(F)(F)F)c2)CC1 (configuration not stated)	.	-0.95	-0.47
O=C(/C=C/c1ccccc1[N+](=O)[O-])Nc1cccnc1	.	1.7	1.2
Cc1cccc(C)c1NC(=S)NC(=O)CCc1ccccc1	.	-2.3&-1.8	-1.3&-0.75
CCC(C(=O)O)N1C(=O)/C(=C/c2cccn2C)SC1=S (configuration not stated)	16	-0.47	-1
OC(CN(c1ccccc1)c1ccccc1)Cn1cnc2ccccc21 (configuration not stated)	27	-1.2	0
Cc1cc(=O)n2[nH]cnc2n1	.	0.58	0.13

Further records follow.
SMILES	Insulin prom inh	SDO1 yeast rescue	SDO1 yeast rescue Rescue 24 h
O=C(Oc1coc(CSc2ncccn2)cc1=O)c1ccccc1[N+](=O)[O-]	58	.	.
COC(=O)CSc1nc(N)c2c3c(sc2n1)CCCC3	.	0.56	0.76
O=c1c(-c2ccccc2)[n+]([O-])c2ccccc2n1O	-63	0.31	-0.12
COc1cc(OC)cc(-n2nnnc2SCC(=O)N2CCCc3ccccc32)c1	.	-1.1	-0.56
CC(=O)c1cc(CN2C(=O)CCC2=O)cs1	.	-0.33	-1.1
O=C(Cc1cccs1)NCc1cn2ccccc2n1	.	1.4	1.2
O=C(Nc1cccc(O)c1)c1cc(S(=O)(=O)N2CCCC2)ccc1Cl	-38	-0.84	-1.6
O=C(CNC(=O)OCc1ccccc1)Oc1cc2oc(=O)cc(-c3ccccc3)c2cc1Cl	33	-1.8	-1.7
COC(=O)C1=C(C)OC(N)=C(C#N)C1c1ccsc1 (configuration not stated)	-369	0.25	-0.69
COc1ccc(/C=C2\SC(N3CCc4ccccc4C3)=NC2=O)cc1	-36	-0.78	-0.4
COC(=O)c1ccccc1NC(=O)CSc1n[nH]c(C)n1	0	0.4	-0.43
Cn1c(=O)n(C)c2cc(/C=N/NC(=O)c3cccc(Br)c3)ccc21	11	-0.66	-0.32

Some of these compounds in order of molar mass, lowest first.
SMILES	Insulin prom inh	SDO1 yeast rescue	SDO1 yeast rescue Rescue 24 h
Cc1cc(=O)n2[nH]cnc2n1	.	0.58	0.13
CC(=O)c1cc(CN2C(=O)CCC2=O)cs1	.	-0.33	-1.1
O=c1c(-c2ccccc2)[n+]([O-])c2ccccc2n1O	-63	0.31	-0.12
O=C(/C=C/c1ccccc1[N+](=O)[O-])Nc1cccnc1	.	1.7	1.2
O=C(Cc1cccs1)NCc1cn2ccccc2n1	.	1.4	1.2
COC(=O)C1=C(C)OC(N)=C(C#N)C1c1ccsc1 (configuration not stated)	-369	0.25	-0.69
COC(=O)c1ccccc1NC(=O)CSc1n[nH]c(C)n1	0	0.4	-0.43
COC(=O)CSc1nc(N)c2c3c(sc2n1)CCCC3	.	0.56	0.76
Cc1cccc(C)c1NC(=S)NC(=O)CCc1ccccc1	.	-2.3&-1.8	-1.3&-0.75
OC(CN(c1ccccc1)c1ccccc1)Cn1cnc2ccccc21 (configuration not stated)	27	-1.2	0
COc1ccc(/C=C2\SC(N3CCc4ccccc4C3)=NC2=O)cc1	-36	-0.78	-0.4
O=C(Nc1cccc(O)c1)c1cc(S(=O)(=O)N2CCCC2)ccc1Cl	-38	-0.84	-1.6
O=C(Oc1coc(CSc2ncccn2)cc1=O)c1ccccc1[N+](=O)[O-]	58	.	.
O=C1Nc2ccccc2OC1CC(=O)N1CCN(c2cccc(C(F)(F)F)c2)CC1 (configuration not stated)	.	-0.95	-0.47
CCC(CC)C(=O)N=C1SC2CS(=O)(=O)CC2N1CCc1ccc(OC)cc1 (configuration not stated)	0	-0.63	-1.1
O=S(=O)(c1ccc(F)cc1)N1CCN(c2ncnc3c2cnn3-c2ccccc2)CC1	.	-1	-0.6
O=C(CNC(=O)OCc1ccccc1)Oc1cc2oc(=O)cc(-c3ccccc3)c2cc1Cl	33	-1.8	-1.7

Further entries:
SMILES	Insulin prom inh	SDO1 yeast rescue	SDO1 yeast rescue Rescue 24 h
O=C(C1CC1)N1CCN=C1SCc1ccccc1	.	0.03	-0.57
Fc1ccc(-c2cc3nc4c(c(N5CCOCC5)n3n2)CCCC4)cc1	-29	-2.3	-1.6
Cc1ccc(S(=O)(=O)N2CCCCC2)cc1C(=O)Nc1ccc2cn[nH]c2c1	39	-0.39	-0.86
COC(=O)CSc1nnc(CNC(=O)Cc2ccccc2)n1C	.	1.2	2.1
COC(=O)c1[nH]c2cccc(Cl)c2c1NC(=O)CN1CCCCC1C (configuration not stated)	21	0.3	-0.02
CCN(CC)CCCNC(=O)CCc1ccccc1	-56	-0.13	-0.9
Cc1ccc2c(c1)nnn2C1CCN(C(=O)NC23CC4CC(CC(C4)C2)C3)CC1	45	1.3	0.55
COc1ccccc1NC(=O)/C=C/C(N)=O	3	-0.21	0.04
CCOC(=O)N1CCC(NC(=O)Cn2ncc3ccccc32)CC1	.	1.1	0.44
CSc1nc2ccccc2cc1/C=C(\C#N)c1ccc(Cl)cc1Cl	-14	0.04	0.9
O=C(Nc1ccccc1F)N(CCCN1CCOCC1)Cc1cc2cc3c(cc2[nH]c1=O)OCCO3	-23	0.04	-0.65
CCOc1ccc(-n2c(Cc3ccccc3)nnc2SCc2c(C)noc2C)cc1	17	1.1	-1.1
Cc1ccccc1-n1c(SCc2csc(Nc3ccccc3)n2)nnc1-c1cccnc1	.	-0.31	-0.25
CCc1ccc(NC(=O)c2cnc(N3CCN(c4ccccn4)CC3)c3ccccc23)cc1	24	.	.
CCOc1ccccc1CNS(=O)(=O)c1ccc2[nH]c(=O)sc2c1	.	-0.84	-0.56
CSc1ccccc1NC(=O)CSc1n[nH]c(C)c1[N+](=O)[O-]	-8	.	.
CSc1cccc(NC(=O)CN(c2ccccc2)S(=O)(=O)N(C)C)c1	34	-0.39	-0.48
c1ccc(-c2cc(-c3nn4c(-c5ccco5)nnc4s3)c3ccccc3n2)cc1	-67	-0.5	1.1
CN(C)c1ccnc2sc(C(=O)NCc3ccccc3)c(N)c12	20	-1.6	-0.83
Cc1nnc(NC(=O)CSc2nccn2-c2ccc(F)cc2)s1	29	.	.
Cc1nc2c(C(=O)O)cnn2c(C)c1Cc1ccccc1F	.	2	2.4
CCOC(=O)N1CCN(C(=O)C2CC(=O)N(Cc3ccc(OC)cc3)C2)CC1 (configuration not stated)	14	0.34	-0.04
Brc1ccc(/C=N/Nc2ccccc2)cc1	36	-1.3	-1.1
CCOC(=O)C(O)(CC(=O)c1ccc(Cl)cc1)C(=O)OCC	-33	.	.
CC1CCN(c2nc3c(c(=O)n(C)c(=O)n3C)n2CCSc2nc3ccccc3s2)CC1	-35	-1.4	-0.71
Cc1sc2nc(CN3CCCCC3)nc(Cl)c2c1C	.	1.2	0.58
COc1cc(C(=O)NNC(=O)NC2CCCCC2)cc(OC)c1OC	17	1.9	0.99
COC(=O)c1ccc(C2C(C(=O)Nc3ccccc3C)=C(C)Nc3ncnn32)cc1 (configuration not stated)	.	0.69	0.73
O=C(CC(=O)c1ccccc1O)c1cccc(F)c1	-35	-2.2	-1.1
NC1=NC(=O)/C(=C/c2ccsc2)S1	60	.	.
O=C(O)CCCC(=O)N1CCc2cc(S(=O)(=O)N3CCc4ccccc43)ccc21	.	-0.96	-1.3
O=C(CSC(=S)N1CCCCC1)Nc1nc(-c2ccccc2)c(-c2ccccc2)o1	34	-0.8	0.19
C=C(C)c1cccc(C(C)(C)NC(=O)Nc2cc(C)ccn2)c1	.	-0.08	0.12
NC(=O)[C@@H]1CCNc2c(I)cc([N+](=O)[O-])cc2C(=O)N[C@@H](CO)C(=O)N[C@@H](Cc2ccc(O)cc2)C(=O)N1	-20	0.79	0.68

Assay outcomes (PubChem BioAssay)
